Xi reactivation – reactivates the inactive X chromosome in mouse fibroblasts. 360,000 tested, 0.055% active. AID 743238. XiGFP mouse fibroblasts, % GFP-positive cells imaging, 3 d; cells co-treated with 5-aza-dC sensitizer; scaled so ellipticine positive control = 100%. activation, % at 7.58 µM;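 active means mean normalized replicate activation at least 10% and every replicate at or above 10%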;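 further: 0% = median of on-plate neutral control wells and 100% = ellipticine 6 µM median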
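material = 68-5-11 XiGFP fibroblast line | medium = DMEM plus 5-aza-dC sensitizer | schedule = 3 days compound exposure | benchmarks = positive control ellipticine, 6 µM final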
RAD54 branch – inhibitors of human RAD54 branch migration. Q92698. RAD54 Holliday junction branch migration, FAM/BHQ fluorescence. inhibition, % at 10.4 µM. 360,000 tested, 0.14% active. AID 602329;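 active means mean normalized replicate activity at least 40 and at least half of replicates scoring 40 or more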;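 further: 0% = median of neutral control wells and 100% = median of positive control wells; inhibitors cause a drop in the FAM fluorescence signal; in these data hits start at about 50%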
Target sequence (Q92698 whole entry, looked up): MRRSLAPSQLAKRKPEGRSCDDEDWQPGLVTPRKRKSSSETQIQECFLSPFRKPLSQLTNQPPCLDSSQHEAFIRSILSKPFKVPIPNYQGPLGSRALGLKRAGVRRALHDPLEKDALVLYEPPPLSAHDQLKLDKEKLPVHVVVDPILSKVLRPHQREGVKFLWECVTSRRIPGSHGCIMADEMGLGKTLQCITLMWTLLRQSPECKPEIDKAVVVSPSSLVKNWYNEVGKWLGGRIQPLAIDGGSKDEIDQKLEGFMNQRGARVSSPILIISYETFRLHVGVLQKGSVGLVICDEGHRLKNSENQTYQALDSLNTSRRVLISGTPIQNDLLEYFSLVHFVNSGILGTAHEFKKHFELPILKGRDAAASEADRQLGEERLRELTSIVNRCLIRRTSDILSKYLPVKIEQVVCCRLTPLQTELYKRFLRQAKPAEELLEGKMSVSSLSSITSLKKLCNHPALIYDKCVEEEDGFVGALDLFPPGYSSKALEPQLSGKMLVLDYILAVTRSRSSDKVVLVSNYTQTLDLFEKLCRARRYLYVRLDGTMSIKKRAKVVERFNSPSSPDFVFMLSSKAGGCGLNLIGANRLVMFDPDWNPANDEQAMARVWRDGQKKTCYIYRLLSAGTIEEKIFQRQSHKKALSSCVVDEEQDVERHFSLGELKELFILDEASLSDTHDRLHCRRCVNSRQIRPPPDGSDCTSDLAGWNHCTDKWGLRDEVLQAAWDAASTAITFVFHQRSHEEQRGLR
esBAF inh – blocks esBAF chromatin remodeling in mouse ES cells; Bmi1-luciferase knock-in reporter, 24 h; 100% = twice the neutral-well signal; reporter increase, % at 12.5 µM; 350,000 tested, 2% active; in the data active means activation above about 40%;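 further: 0% = median of the plate's neutral control wells and 100% = double that signal; a rise in the Bmi1 reporter signal indicates esBAF inhibition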
FN deposition inh – fibronectin deposition inhibition | AH1F fibroblasts, Alexa488-fibronectin deposition fluorescence, overnight | inhibition, % at 12.6 µM | 350,000 tested, 0.086% active;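 active means mean inhibition across replicates of 30% or more, regardless of how many single replicates reach that level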;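 further: positive control wells lacked labelled fibronectin entirely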
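Test system: AH1F fibroblast monolayer depositing Alexa488-labelled fibronectin into matrix. Input: 10000 cells per well. Technique: fluorescence, ex 485 nm, em 525 nm. Buffer or medium: DMEM plus 2% serum, read in PBS. Timing: 1 h cell adhesion before compound, then overnight fibronectin incubation. Compound: single dose, pinned. Read-out basis: inhibition from reduced deposited-fibronectin fluorescence.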
RAD52 inh – inhibitors of human RAD52 DNA annealing; P43351; recombinant RAD52 DNA annealing, FRET fluorescence; inhibition, % at 18.7 µM; 360,000 tested, 0.46% active; AID 651710;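 active means every replicate showing at least 50% inhibition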
S100A4 inh HTS – S100A4-myosin IIA interaction inhibition; 360,000 tested, 0.14% active; S100A4/TAMRA-MyoIIA peptide fluorescence polarization; AID 652163; inhibition, % at 10.7 µM;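 active means mean inhibition of at least 70% across replicates, with every replicate also reaching that level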
Target sequence (P26447 whole entry, looked up): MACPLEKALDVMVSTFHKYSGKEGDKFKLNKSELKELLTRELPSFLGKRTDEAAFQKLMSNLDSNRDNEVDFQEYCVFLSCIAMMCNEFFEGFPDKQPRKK
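Test system: S100A4 monomer protein; Medium: HEPES pH 7.2 with CaCl2, KCl, NaCl, DTT, Triton; Probe or stimulus: TAMRA-labelled myosin IIA heavy-chain peptide probe, 5 nM; Doses: one dose per compound; Times: polarization read 5 min after assay mix addition, stable 5–60 min; Benchmarks: neutral control DMSO, positive control TFP.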
EWS-Fli inh – inhibitors of EWS/Fli oncoprotein transcriptional activity | 350,000 tested, 0.67% active | inhibition, % at 12.6 µM | AID 651661 | A673 NR0B1-luciferase reporter, viability-normalised;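 active means mean inhibition of at least 50% after viability correction, with every replicate also passing that limit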;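 further: firefly luciferase signal divided by Alamar Blue viability fluorescence both relative to DMSO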
E-sel inducer – E-selectin induction on HUVECs; P16581; HUVEC E-selectin immunofluorescence imaging; normalized: neutral wells 0, TNF-alpha wells 100; activation, % at 7.58 µM; 260,000 tested, 0.37% active; AID 686992;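 active means mean E-selectin-positive cell signal at least 10% of the positive control, reached in at least 60% of replicates, without over 20% cell loss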;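 further: in these data hits start at about 27%; measured in HUVEC primary endothelial cells; signal is the percent of cells scored E-selectin positive by PE staining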
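System: HUVEC, human umbilical vein endothelial cells; quantity: 3,000 cells/well; buffer or medium: EGM-2 medium, gelatin-coated wells; dosing: single-point compound dose; detection: immunofluorescence imaging; evaluation: % PE-positive cells; benchmarks: TNF-alpha, DMSO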
* = called active by the depositor; / = not tested or not shown.

SMILES	Xi reactivation	RAD54 branch	esBAF inh	FN deposition inh	RAD52 inh	S100A4 inh HTS	EWS-Fli inh	E-sel inducer
CC(C)(C)c1ccc(/C=N/Nc2nncn2N)cc1	0.0	5	14	11	-2	-2	-8	/
CO[C@@H]1CN(C)C(=O)c2cc(NS(=O)(=O)CC(F)(F)F)ccc2OC[C@@H](C)N(CCC(F)(F)F)C[C@H]1C	0.1	-6	0	16	-5	4	6	-0.3
O=C(CC1SC(N2CCCCC2)=NC1=O)Nc1cccc(C(=O)N2CCCC(C(F)(F)F)C2)c1 (stereo unspecified)	-0.1	3	10	-5	-11	-4	8	-1.7
Cc1cccc(C(=O)NNS(=O)(=O)c2ccc(F)cc2)c1O	0.2	0	-2	-4	8	-4	7	/
O=C(NC(N1CCCCCC1)C(Cl)(Cl)Cl)c1ccccc1Cl (stereo unspecified)	0.1	/	/	2	-17	-6	-8	/
O=C(NCc1ccco1)C1CCCN1C(=O)Nc1ccc(Br)cc1 (stereo unspecified)	0.0	-15	14	-2	4	5	-2	/
Cc1ccc(NC(=O)Nn2cnnc2)cc1	0.1	5	3	/	-7	-9	/	6.8
O=C(C[C@@H]1CC[C@H]2[C@@H](COC[C@@H](O)CN2C(=O)c2ccccn2)O1)N1CCN(c2ccccc2)CC1	0.0	-10	-2	16	-42	-20	-8	-0.1
Oc1ccc(-c2nccc(-c3ccc(Cl)cc3Cl)n2)cc1	0.0	/	/	-6	-26	1	4	/
C[C@H](CO)N1C[C@H](C)[C@@H](CN(C)CC2CC2)Oc2c(NC(=O)Nc3cccc4ccccc34)cccc2C1=O	/	-2	-2	/	-8	3	12	/
O=C(OCn1nnc2ccccc2c1=O)C1COc2ccccc2O1 (stereo unspecified)	/	14	-7	/	-12	-1	4	/
CCN1CCN(c2ccc(NC(=O)c3ccco3)cc2Cl)CC1	0.1	4	36	2	-4	8	-92	-0.3
C[C@H]1CN([C@@H](C)CO)C(=O)c2cc(NC(=O)Nc3ccc(F)cc3)ccc2O[C@H]1CN(C)C	0.5	5	-3	/	0	0	-6	1.7
C[C@@H]1CN([C@H](C)CO)C(=O)c2ccccc2-c2ccccc2CO[C@@H]1CN(C)C(=O)Nc1ccccc1C(F)(F)F	0.0	-3	3	-12	9	/	-8	-3.3
CCOC(=O)c1ccc(NC(=S)NC(=O)COc2ccccc2)cc1	0.3	/	/	1	1	-8	-6	-0.6
CCOC(=O)c1cc(-c2ccccc2)nn1Cc1cc(C)no1	0.5	-5	36	2	-3	-3	-11	-0.3
Cn1c(=O)c2c(nc(N3CCOCC3)n2CCc2ccccc2)n(C)c1=O	0.1	-1	3	10	-2	-9	-15	-0.4
CN1C(=O)C2(OCCCO2)c2ccccc21	0.0	-1	-1	3	-18	-2	-4	0.0
COc1ccc(S(=O)(=O)Nc2ccc3c(c2)C(=O)N([C@@H](C)CO)C[C@@H](C)[C@@H](CN(C)C)OCCCC[C@@H](C)O3)cc1	0.5	3	/	-6	-13	-3	/	0.0
COc1ccc(-n2cc(CN(C)C3CCOCC3)c(-c3cccc(F)c3)n2)cc1	0.0	/	/	/	0	-1	-2	/

Single records (already shown). Order of values: Xi reactivation | RAD54 branch | esBAF inh | FN deposition inh | RAD52 inh | S100A4 inh HTS | EWS-Fli inh | E-sel inducer
Entry for `CC(C)(C)c1ccc(/C=N/Nc2nncn2N)cc1` : 0.0 | 5 | 14 | 11 | -2 | -2 | -8 | /
Entry for `Cc1cccc(C(=O)NNS(=O)(=O)c2ccc(F)cc2)c1O` : 0.2 | 0 | -2 | -4 | 8 | -4 | 7 | /

The main list resumes with the two entries that preceded the break.
SMILES	Xi reactivation	RAD54 branch	esBAF inh	FN deposition inh	RAD52 inh	S100A4 inh HTS	EWS-Fli inh	E-sel inducer
COc1ccc(S(=O)(=O)Nc2ccc3c(c2)C(=O)N([C@@H](C)CO)C[C@@H](C)[C@@H](CN(C)C)OCCCC[C@@H](C)O3)cc1	0.5	3	/	-6	-13	-3	/	0.0
COc1ccc(-n2cc(CN(C)C3CCOCC3)c(-c3cccc(F)c3)n2)cc1	0.0	/	/	/	0	-1	-2	/
Cc1noc(C)c1NC(=O)Nc1ccc2c(c1)C(=O)N([C@@H](C)CO)C[C@H](C)[C@H](CN(C)Cc1ccc3c(c1)OCO3)OCCCC[C@H](C)O2	0.2	4	-8	-7	/	/	11	0.3
CCOC(=O)c1[nH]cnc1C(=O)Nc1ccccc1C	0.0	-4	12	7	-20	3	-2	/
CO[C@@H]1CN(C)C(=O)c2ccc(NC(=O)C3CCC3)cc2OC[C@@H](C)NC[C@H]1C	0.5	9	-1	-8	8	-3	3	-0.2
COc1ccc(-c2csc(C(O)c3ccc(F)c(F)c3)n2)cc1 (stereo unspecified)	2.2	-5	14	/	2	-3	0	0.4
CN(C)CCCNC(=O)C[C@H]1C[C@H](C(=O)N2CCCCC2)[C@@]2(C)c3[nH]c4ccc(Cl)cc4c3CCN2C1=O	0.1	1	4	-4	9	-36	-4	0.1
Cc1cccc(OCCOC(=O)CN2C(=O)NC3(CCCC3)C2=O)c1	0.2	/	/	-4	-6	-3	4	-0.3
COC(=O)C1=C(CS(=O)(=O)c2ccc(Cl)cc2)NC(=O)NC1c1ccc(O)cc1 (stereo unspecified)	0.1	-3	0	0	-2	8	-14	/
CC(C)(C)C(=O)COC(=O)c1ccc2c(c1)C(=O)N(Cc1ccco1)C2=O	0.1	-6	8	-4	8	-5	1	/
C[C@H](CO)N1C[C@H](C)[C@@H](CN(C)C(=O)Cc2ccccc2)OCCCC[C@H](C)Oc2ccc(NC(=O)Nc3ccc4c(c3)OCO4)cc2C1=O	-1.0	-6	-4	/	2	-9	-8	0.0
COC(=O)CNc1nc(Cl)nc(Nc2ccc(C)cc2)n1	0.0	9	6	2	-15	0	6	/
COCN(C#N)c1nc(N(C)C)nc(N(C)C)n1	-0.1	/	/	-2	-8	0	9	-0.1
COc1ccc(NC(=O)N(C)C[C@H]2Oc3ccc(NC(=O)CCCN(C)C)cc3C(=O)N([C@@H](C)CO)C[C@H]2C)cc1	-0.1	-9	-4	/	-18	2	0	-11
COc1ccc(S(=O)(=O)Nc2ccc3c(c2)C(=O)N([C@@H](C)CO)C[C@@H](C)[C@@H](CN(C)Cc2ccc(Cl)c(Cl)c2)O3)cc1	0.0	-6	7	/	22	5	14	42*
CCCc1cc(NCCCO)n2c(nc3ccccc32)c1C#N	0.2	-5	/	7	-17	0	-7	-0.3
CCn1c(SCC(=O)Nc2ccc3c(c2)n(C)c(=O)n3C)nnc1-c1ccncc1	0.0	4	11	3	3	-2	/	-0.5
Oc1ccc(C[C@@H]2CNCCN2CC2(c3ccccc3)CC2)cc1	0.1	0	3	20	-7	-1	-6	-0.2
CCC(c1nnnn1-c1ccc2c(c1)OCCO2)N1CCN(CCN2CCOCC2)CC1 (stereo unspecified)	0.1	/	/	11	0	-2	-2	0.0
O=C(Cc1ccsc1)Nc1ccc(Cl)cc1Cl	0.0	11	2	6	-13	-2	-8	/
CC(=O)N(C)C[C@H]1Oc2ncc(-c3cncnc3)cc2C(=O)N([C@H](C)CO)C[C@H]1C	-0.2	1	4	/	-1	0	4	-0.2
CCn1nc(C)c([N+](=O)[O-])c1C(=O)NNC(=O)c1ccc(Cl)cc1	-0.1	/	0	1	4	0	-8	/
FC(F)(F)c1ccc(C2[C@H]3CN(Cc4ccc(-c5ccccc5)cc4)[C@H](c4ccccc4)C34CC2(c2cccnc2)C4)cc1 (stereo partly specified)	0.0	/	/	-7	-46	-4	-10	-0.1
COc1cc(NC(=O)C2CC(=O)N(CCc3ccc(F)cc3)C2)cc(OC)c1OC (stereo unspecified)	0.0	0	2	-6	-7	0	-6	/
COc1cccc(CN2CCN(S(=O)(=O)c3ccccc3)CC2)c1OC	0.1	5	-1	-7	-4	-1	-6	-0.2
CC(C)CC#Cc1ccc2c(c1)O[C@H](CN(C)C(=O)Nc1ccccc1F)[C@@H](C)CN([C@H](C)CO)S2(=O)=O	0.1	0	-3	-3	30	-9	29	0.0
CC(C)(C)OC(=O)C[C@H]1C/C=C\C[C@@H](CC(=O)N[C@H](CO)Cc2ccccc2)C(=O)NCCOC1=O	-0.2	-5	-4	-6	-6	1	-8	1.0
COC(=O)C(C)(C(=O)OC)c1ccccc1[N+](=O)[O-]	/	-5	-4	5	/	/	/	0.9
O=C(NCCN1CCC(n2c(=O)[nH]c3ccccc32)CC1)c1cc(F)cc(F)c1	4.9	/	/	3	17	-2	-6	-0.1
CCNC(=O)c1cc2c(c(-c3cccc(-c4cccc(OC)c4)c3)n1)[C@@H](CCO)N([S@](=O)C(C)(C)C)C2	-0.1	-4	1	7	-6	-27	3	0.2
CC(C)C(=O)Nc1cc2c3c(c1)CCN3C(=O)CC2	0.0	-2	-5	2	-7	4	6	20
CCNC(=O)[C@@H]1[C@@H](CO)[C@@H]2Cn3c(ccc(-c4ccc(OC)cc4)c3=O)[C@@H]2N1Cc1nccs1	0.0	-7	-5	/	-24	-13	4	0.3
CCOC(=O)Cc1cn(C(=O)OC(C)(C)C)c2ccccc12	0.0	8	-6	11	-26	-1	-3	-0.1
CC(=O)Oc1ccc(N2C(=O)C3C(C2=O)C(C(=O)c2ccc(Cl)cc2)N2CCCC32)cc1 (stereo unspecified)	0.1	/	/	3	-209	-5	16	0.2
O=C(Cc1cccs1)Nc1cccc(-c2nnc(-c3ccco3)o2)c1	0.0	-6	38	0	-12	-4	2	/
CN(C(=O)c1cccc(NC(=O)C2CCN(C(=O)OC(C)(C)C)CC2)c1)C1CCCCC1	0.0	-24	-4	-23	14	-19	21	-0.1
COCCn1cnc2c1c(=O)n(CC(=O)NCC(F)(F)F)c(=O)n2Cc1ccccc1	0.2	-11	0	0	-10	-4	-14	0.0
O=C(CSc1nnc(NC(=O)c2ccccc2)s1)NCc1ccco1	-0.1	-3	-1	4	-12	0	/	0.1
CCOc1ccc(N(CC(=O)NCc2ccccc2)S(=O)(=O)c2c(C)noc2C)cc1	0.2	-2	6	6	-14	-2	2	/
Nn1c(C2CCC2)nc2cc(Cl)ccc2c1=O	0.4	2	-1	-4	-27	-8	7	/
CCC(C)NC(=O)CNC(=O)c1nn(-c2ccc(OC)c(Cl)c2)c(=O)c2ccccc12 (stereo unspecified)	0.0	-5	-1	-1	-12	-6	16	0.1
COc1ccc(S(=O)(=O)N(C)C[C@H]2Oc3ccc(NC(=O)Cc4ccccc4)cc3CC(=O)N([C@H](C)CO)C[C@H]2C)cc1	0.0	5	5	20	-30	2	-6	0.0
CO[C@H]1CN(C)C(=O)c2cc(NC(=O)NC(C)C)ccc2OC[C@@H](C)N(Cc2cncnc2)C[C@H]1C	0.1	9	3	-2	/	/	-2	-0.3
CSc1ncnc2c1ncn2CCCN1CCN(Cc2c(C)cc(C)cc2C)CC1	0.4	-7	-4	/	-13	-4	-14	-1.6
